High-throughput results (PubChem)
Menin MLL FP TR – menin-MLL binding inhibition, Texas Red mutant peptide; O00255; Menin + Texas Red MLL mutant peptide, fluorescence polarization; Potency, µM (titrated, usually from 61.6 µM), for inactives: top-dose FP activity change, negative = inhibition, hits mostly inhibitors; 270,000 compounds, 0.23% hits; active means well fitted inhibition curve with a large enough effect in the polarisation, with a control signal flat, not every such curve was filed as active; inconclusive means small, poorly fitted or top-dose-only effect, or effect the other way, or a change in a side signal; inactive means no such curve, though single readings can be large or run the other way; the % refers to the polarisation; further: potency means the concentration at half of the fitted maximal effect; % of control where 0% means no effect; many of its hits are not listed in these tables
Target sequence (O00255 whole entry, looked up): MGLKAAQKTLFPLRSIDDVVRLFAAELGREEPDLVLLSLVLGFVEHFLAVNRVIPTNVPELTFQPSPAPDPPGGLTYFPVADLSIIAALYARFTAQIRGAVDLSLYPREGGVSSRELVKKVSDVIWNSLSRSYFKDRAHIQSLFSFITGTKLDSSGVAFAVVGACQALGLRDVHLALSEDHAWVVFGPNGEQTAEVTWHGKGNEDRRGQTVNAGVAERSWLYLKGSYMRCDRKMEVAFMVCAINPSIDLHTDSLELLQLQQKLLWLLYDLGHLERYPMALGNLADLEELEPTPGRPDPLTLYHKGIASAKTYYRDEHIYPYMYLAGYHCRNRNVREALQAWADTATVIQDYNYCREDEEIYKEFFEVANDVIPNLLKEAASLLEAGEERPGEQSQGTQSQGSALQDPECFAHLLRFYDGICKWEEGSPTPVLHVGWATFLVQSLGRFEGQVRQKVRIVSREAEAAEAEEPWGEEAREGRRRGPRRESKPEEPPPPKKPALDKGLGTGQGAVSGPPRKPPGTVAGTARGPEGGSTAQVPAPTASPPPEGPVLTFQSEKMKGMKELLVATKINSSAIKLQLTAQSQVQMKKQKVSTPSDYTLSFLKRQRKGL
FBPA coupling cs – coupling enzyme interference in Giardia aldolase counter-screen | activity change, negative = inhibition, % at 58.2 µM, hits read low | 290,000 compounds, 0.67% hits | coupling enzyme system counterscreen, AmpLite Red fluorescence | AID 2472; in the data active means activity change below about -30%; further: on the % scale 0 is the no-effect control and ±100 the full control effect
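First, compound is pin-transferred into glyceraldehyde-3-phosphate coupling-enzyme reagent at 57.5 uM final and held 10 min at RT. Next, substrate, coupling system and AmpLite Red are added. After 20 min RT, fluorescence (525/598 nm) is read.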
* = called active by the depositor; ? = inconclusive; & = joins results of further samples; [ ] = dose if it differs, or a comment.

SMILES	Menin MLL FP TR	FBPA coupling cs
CCc1cc2c(nc1CC)CCN(CC/C(C)=N/O[C@@H](C)CN1CCCCc3nc(C)c(C)cc31)C2	-7%[11.7 µM]	3
O=C(c1ccc2c(c1)OCO2)N1CCCCC1	1%	0&2
C[C@@]12CCC(=O)C[C@@H]1CC(=O)[C@H]1[C@H]3CCC[C@]3(C)C(=O)C[C@@H]12 (tested in a mixture with another compound)	-2%[24.8 µM]	1
O=C(O)[C@H]1CCCNC1	2%[24.8 µM]	1
CC(C)/C(O)=C1/C(=O)OC(c2ccoc2)[C@@]2(C)C(O)C(O)[C@@]34OC5(C)OC67CC(C)(C(O)[C@@]6(O)C(O)[C@@]3(O5)C12)C(CC(=O)O)[C@@]74C (stereo partly drawn)	0%	5
COC(=O)N1CCC2(CC1)CCN(c1ncccn1)CC2	-8%	0
COc1ccc(Oc2ncc3nc(-c4ccccc4)c(=O)n(Cc4cccs4)c3n2)cc1	0%	3
COc1ncc2nc(-c3cn(C)c4ccccc34)c(=O)n(C[C@H]3CCCO3)c2n1	-4%	3
O=C(Nc1cccc(F)c1)N1CCCC2(CCN(C(=O)c3cnccn3)CC2)C1	10%	0
COC(=O)CCC(C)C1CCC2C3C(O)C[C@@H]4CC(O)CC[C@@]4(C)C3CC(O)[C@]12C (stereo partly drawn)	-16%	6
O=C(c1ccco1)N1CCC[C@@]2(CCN(c3cccc(-c4ccccc4)c3)C2)C1	-19%	0
O=C1NC[C@H](c2ccccc2)N1	-7%	3
C[C@H]1CC[C@H](C(=O)O)N[C@@H]1c1ccc(C#Cc2ccccc2)cc1	15%[11.7 µM]	0
CC1(OC(=O)c2cccs2)C(=O)C=C2C=C(c3ccsc3)OC=C2C1=O (stereo not drawn)	8%	1
C[C@@]12CC[C@@H]3c4ccc(O)cc4CC[C@H]3[C@H]1C[C@@H](O)[C@H]2O	9%[24.8 µM]	-2
COc1ccc(O[C@H]2C=C[C@@H](c3ccccc3)O[C@H]2CO/N=C2/c3cc(OC)ccc3O[C@@H](c3cccc(OC)c3)[C@H]2O)cc1	-9%[11.7 µM]	-1
CSCC[C@H](NC(=O)[C@@H](NC(=O)[C@H](CCC(=O)O)NC(=O)[C@H](CCSC)NC(=O)[C@H](CC(N)=O)NC(=O)[C@H](CCC(=O)O)NC(=O)[C@H](CC(N)=O)NC(=O)[C@H](CO)NC(=O)[C@H](C)N)[C@@H](C)O)C(=O)O	14%	-3
CS(=O)(=O)Nc1cccc(-c2nccc(-n3ccnc3)n2)c1	-1%	0
COc1ncc2nc(-c3ccc(Cl)cc3)c(=O)n(CCc3ccccc3)c2n1	11%	-1
CN(C)c1nc(NC2CCC(NC(=O)c3ccc(F)c(F)c3)CC2)nc2ccccc12 (stereo not drawn)	-12%	-3
OC[C@H]1OC(O)[C@H](O)[C@@H](O)[C@@H]1O (stereo partly drawn)	-6%	-1
CCNc1ncc2nc(-c3cccs3)c(=O)n(Cc3cccs3)c2n1	26%	1
Fc1ccc(Nc2ncncc2-c2ccoc2)cc1	-1%	-1
COc1cc2c(cc1O)C(Cc1ccc(O)cc1)[N+](C)(C)CC2 (stereo not drawn)	3%	2
O=S(=O)(c1ccccc1)N1CCC[C@@]2(CCN(c3cccc(-c4ccccc4)c3)C2)C1	8%	2

Other structures
SMILES	Menin MLL FP TR	FBPA coupling cs
c1csc(CNc2nc(-c3ccc4c(c3)OCO4)nc3ccccc23)c1	?	-7
CC(=O)ON(C(C)=O)S(=O)(=O)c1ccc(Cl)cc1	-9%[24.8 µM]	1
COc1cccc(Cn2c(=O)c(-c3cc(F)cc(F)c3)nc3cnc(N4CCNCC4)nc32)c1	40%[activator]	3
CC(=O)OC[C@@H]1O[C@H](C/C=N\OC[C@@H](O)COCc2ccco2)C=C[C@@H]1OC(C)=O	-5%[11.7 µM]	5
COc1ccc2[nH]cc(CCNc3cc(-c4ccc5c(c4)OCO5)ncn3)c2c1	41%[activator]	-5
N#Cc1ccc(CN2CCCC3(CCN(C(=O)c4ccco4)CC3)C2)cc1	-11%	-2
COc1ccc(CNc2nc(-c3cccc(NS(C)(=O)=O)c3)nc3ccccc23)c(OC)c1	26%	-2
N=C(N)SCCc1ccc(OCc2ccc([N+](=O)[O-])cc2)cc1	?	-1
O=C1CC(c2ccc3c(c2)OCO3)c2cc(O)ccc2O1 (stereo not drawn)	?	0
O=C1[C@H]2[C@H]3[C@H](O)[C@H](O)C/C(=N/OC[C@@H](O)COCc4ccco4)[C@@H]3CC[C@@H]2C(=O)N1c1cccc(Oc2ccccc2)c1	-8%[11.7 µM]	10
COc1cccc(Nc2ncc3nc(-c4cccs4)c(=O)n(Cc4cccs4)c3n2)c1	?	0
OCC1OC(c2ccc3c(c2)OCO3)C=CC1Oc1cc(Cl)cc(Cl)c1 (stereo not drawn)	?	1
COc1ccccc1CNc1cc(-c2ccccc2C)ncn1	?	-2
CCNc1ncc2nc(-c3ccc(OC)cc3)c(=O)n(Cc3cccc(OC)c3)c2n1	18%	0
COC1C[C@@H](O[C@@H]2C(C)C(=O)OC(C)C(C)[C@H](OC(C)=O)C(C)C(=O)[C@@]3(CO3)CC(C)C(OC3OC(C)CC(N(C)C)[C@H]3OC(C)=O)C2C)OC(C)[C@@H]1OC(C)=O (stereo partly drawn)	-2%	3
CC(C1CCCC(=O)C1)[N+](=O)[O-] (stereo not drawn)	-3%	0
Cc1ccccc1Nc1oc(-c2ccccc2)nc1-c1ccccc1	8%	0
COc1cc2c(cc1OC)C1N(CC2)C(=O)CCC12C(=O)CCCC2=O (stereo not drawn)	?	-5
CCCCCCCCCCCCCCCCn1cc[n+](Cc2ccccc2)c1C	22µM*	0
CCOC(=O)C1C(C(=O)OC)=C(c2ccc(F)cc2)c2ccc(OC)cc2N1S(=O)(=O)C(F)(F)F (stereo not drawn)	2%	-2
CSCC[C@H](C=O)NC(=O)[C@H](CC(C)C)NC(=O)[C@H](CC(C)C)NC(C)=O	-6%[24.8 µM]	2
COC(=O)N[C@H](C[N+](=O)[O-])c1cccc(C)c1	-8%	3
CC(=O)Oc1ccc2c(c1C(C)C)CCC1C(C)(C)CCC[C@@]21C (stereo partly drawn)	-1%	1
COC(=O)CCCOc1ccc(Cl)cc1Cl	3%	1
Cn1cccc1C(=O)N1CCC2(CC1)CCN(c1ccc(-c3ccccc3)cc1)CC2	-15%	1

Some of the entries above in another layout:
Compound,Menin MLL FP TR,FBPA coupling cs
O=S(=O)(c1ccccc1)N1CCC[C@@]2(CCN(c3cccc(-c4ccccc4)c3)C2)C1,8%,2
CC(C)/C(O)=C1/C(=O)OC(c2ccoc2)[C@@]2(C)C(O)C(O)[C@@]34OC5(C)OC67CC(C)(C(O)[C@@]6(O)C(O)[C@@]3(O5)C12)C(CC(=O)O)[C@@]74C (stereo partly drawn),0%,5
O=C1NC[C@H](c2ccccc2)N1,-7%,3
CCNc1ncc2nc(-c3cccs3)c(=O)n(Cc3cccs3)c2n1,26%,1
CN(C)c1nc(NC2CCC(NC(=O)c3ccc(F)c(F)c3)CC2)nc2ccccc12 (stereo not drawn),-12%,-3
COc1cc2c(cc1OC)C1N(CC2)C(=O)CCC12C(=O)CCCC2=O (stereo not drawn),?,-5
CC(=O)Oc1ccc2c(c1C(C)C)CCC1C(C)(C)CCC[C@@]21C (stereo partly drawn),-1%,1

Three structures from above, sorted by number of heavy atoms, descending:
SMILES	Menin MLL FP TR	FBPA coupling cs
COc1cccc(Cn2c(=O)c(-c3cc(F)cc(F)c3)nc3cnc(N4CCNCC4)nc32)c1	40%[activator]	3
COc1ccc(Oc2ncc3nc(-c4ccccc4)c(=O)n(Cc4cccs4)c3n2)cc1	0%	3
COc1cccc(Nc2ncc3nc(-c4cccs4)c(=O)n(Cc4cccs4)c3n2)c1	?	0

Later entries.
SMILES	Menin MLL FP TR	FBPA coupling cs
COCCn1c(=O)c(-c2cc(F)cc(F)c2)nc2cnc(OC)nc21	15%	-2
OCC1OC(/C=C\c2ccccc2)C=CC1Oc1ccc2c(c1)OCO2 (stereo not drawn)	-1%[11.7 µM]	-1
CC[C@]1(c2ncc[nH]2)Cc2ccccc2O1	-8%[24.8 µM]	-1
CC[C@@]1([C@@H]2O[C@@H]([C@H]3O[C@@](O)(CO)[C@H](C)C[C@@H]3C)C[C@@H]2C)CC[C@H]([C@]2(C)CC[C@]3(C[C@H](O)[C@@H](C)[C@@H]([C@@H](C)[C@@H](OC)C(C)C(=O)O)O3)O2)O1 (stereo partly drawn)	-12%	2
CCCCC1=CC2=C(c3ccco3)C(=O)C(C)(OC(=O)c3ccc(Cl)nc3)C(=O)C2=CO1 (stereo not drawn)	35%[activator]	3
CCNc1ncc2nc(-c3ccc(F)cc3)c(=O)n(CCOC)c2n1	1%	4
CCCCC/C=C\C/C=C\C/C=C\CCCCCCC(=O)NC(C)C(=O)O (stereo not drawn)	-3%	1
CC(C)CCCC(C)C1CCC2C3CC=C4CC(O)CCC4(C)C3CCC12C (stereo not drawn)	7%[24.8 µM]	3
N#Cc1cccc(NC(=O)N2CCCC3(CCN(C(=O)c4csnn4)CC3)C2)c1	17%	0
O=c1c(CCc2ccccc2)nc2cnc(Oc3cccc(Cl)c3)nc2n1C[C@H]1CCCO1	0%	0
COc1ccc(-n2c(=O)c(-c3ccccc3)nc3cnc(N4CCN(C)CC4)nc32)cc1	3%	-1
COc1cccc(C2=Nn3c(nnc3-c3cc(OC)cc(OC)c3)SC2)c1	2%	0
CS(=O)(=O)Nc1cccc(-c2ccc3ncnc(N4CCOCC4)c3c2)c1	-3%	5
COc1cccc(-c2nc(NCCNC(C)=O)c3ccccc3n2)c1	8%	-1
CCCn1c(=O)c2[nH]c(-c3ccccc3)nc2n(CCC)c1=O	12%[24.8 µM]	3
CC(C)NC(=O)N1CCC2(CC1)CCN(C(=O)c1ccco1)CC2	-1%	5
CN1CCC2(CC1)CCN(C(=O)c1cc(C(F)(F)F)cc(C(F)(F)F)c1)CC2	2%	4
C[C@H](O)CON1C(=O)c2ccccc2C1=O	9%	0
COc1c(O)c(O)c2cc(OC)c3c(OC)cc(=O)c4c5c(=O)c(OC)c(C(C)=O)c6c5c(c1CC=6C)c2c34	?	-8
O=C(Nc1ccccc1)N1CCC2(CC1)CCN(S(=O)(=O)c1ccccc1)CC2	1%	-1
COc1ccc(CNc2ccnc(-c3ccoc3)n2)c(OC)c1	-12%	1
CCCCCCC(=O)OC1CC(C)(C)NC(C)(C)C1	-9%&-17%	1&0
CCNc1ncc2nc(-c3ccccc3)c(=O)n(C3CC3)c2n1	1%	-1
CC/C=C\C/C=C\C/C=C\C/C=C\C=C\C(O)CCCC(=O)O (stereo not drawn)	3%	-3
CC(C)(C)N1C(=O)[C@@H]2[C@H]3C(=CC[C@H]2C1=O)C(=O)[C@H]1O[C@H]1[C@H]3O	1%[11.7 µM]	0

Other entries
SMILES	Menin MLL FP TR	FBPA coupling cs
CC1=CC(=O)C2=C(C)CC[C@H]3[C@H](C)C(=O)O[C@@H]3C12 (stereo partly drawn)	8%	3
O=c1c(-c2ccc(F)c(F)c2)nc2cncnc2n1Cc1ccccc1	19%	0
CCCCC1=CC2=C(OC(C)=O)C(=O)C(C)(OC(=O)c3ccco3)C(=O)C2=CO1 (stereo not drawn)	4%	-4
O=C1CCC=C1C(O)CCc1ccccc1 (stereo not drawn)	-6%	1
COCC(=O)N1CCC2(CCCN(Cc3ccccc3OC)C2)CC1	-19%	0
CCN1C(=O)[C@H]2[C@H]3[C@H](O)[C@H](O)C/C(=N/OC/C=C(\C)CCC=C(C)C)[C@H]3CC[C@@H]2C1=O	-12%[11.7 µM]	2
COc1ccc(-n2c(=O)c(-c3cccs3)nc3cnc(Oc4ccccc4)nc32)cc1	8%	-1
Cc1cccc(CNc2ncncc2-c2cccc(C#N)c2)c1	-4%	0
CC(=O)OC[C@H]1O[C@@H](O/N=C(\C)CCN2CCCc3nc(C)c(C)cc32)[C@H](OC(C)=O)[C@@H](OC(C)=O)[C@H]1OC(C)=O	-8%[11.7 µM]	-2
Clc1ccccc1-c1cncnc1NCCN1CCOCC1	-19%	0
COCCn1c(=O)c(C)nc2cnc(N3CCN(C)CC3)nc21	5%	1
Cc1ccc2c(c1)C(=O)C1(O)CCN(c3ccccc3)C1=N2 (stereo not drawn)	1%	2
CC(C)c1c(O)ccc2c1CCC1[C@@](C)(C=O)CCC[C@@]21C (stereo partly drawn)	31%[activator]	-5
COC(=O)c1cc(OC)c(=O)c2c(OC)c(OC)ccc2c1	5%	2
CC(C)CN1CCC2(CC1)CCN(C(=O)c1csnn1)CC2	0%	0
Cc1cnc(CNc2nc(-c3ccccc3C(F)(F)F)nc3ccccc23)cn1	-4%	-2
COc1ccc(C(=O)N2CCC3(CC2)CCN(C(c2ccccc2)c2ccccc2)CC3)cc1	-1%	0
O=C(/C=C\c1ccc(O)c(O)c1)O[C@@H](Cc1ccc(O)c(O)c1)C(=O)O	8%[24.8 µM]	-7
CSc1cc2c(cc1C(F)(F)F)N(C(=O)Nc1cccnc1)CC2	16%&36%	-5&-5
O=C1CCCC1C(O)c1ccc2ccccc2c1 (stereo not drawn)	3%	6
CCCCC/C=C\C\C=C/C=C/C=C/[C@@H](SCC(N)C(=O)NCC(=O)O)[C@@H](O)CCCC(=O)O (stereo partly drawn)	-3%	-6
CN1CCN(CCc2ccc(Cl)c(Cl)c2)CC1	-11%[24.8 µM]	2

An excerpt; rates above refer to the full screens.
